# TSG101-PTAP inh: blocks PTAP/TSG101 interaction to inhibit HIV-1 budding. Potency, µM (titrated, usually from 115 µM), without a hit: at the top dose activity change, negative = inhibition, usual class: inhibitors. AID 493005. Fluorescence polarization, FITC-PTAP peptide / Tsg101 binding. 340,000 tested, under 10 active; active = well fitted inhibition curve with a large enough effect in the main read-out, with a control signal flat, not every such curve was filed as active; inconclusive = small, poorly fitted or top-dose-only effect, or effect the other way, or a change in a side signal; inactive = no such curve, though single readings can be large or run the other way; note: potency is the fitted concentration of half-maximal effect; % of control where 0% means no effect
#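 Fluorescence polarization binding of Tsg101 binding domain (10 uM final) to FITC-labeled PTAP peptide (50 nM final) in HEPES pH 7.5 buffer with NaCl, Tween 20, EDTA, TCEP. Compounds added before peptide; binding 20 min at RT.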
# Integrin act MD: integrin-mediated muscular dystrophy alleviation activation; alpha7betagal myoblasts, beta-gal FDG fluorescence, 48 h; Potency, µM (series often up to 38.3 µM), without a hit: top-dose activation, usual class: activators; hit rate 0.064% among 350,000; AID 624291;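 note: potency is the fitted concentration of half-maximal effect; 100% = response of the positive control SU9516; nearly all actives have a fitted effect of over 60% in size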
#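 alpha7betagal+/- myoblasts (passage 13, 250/well) treated 48 h at 37C with compounds at 1:260 dilution of DMSO stock. Lysed, then beta-galactosidase activity read as FDG fluorescence (ex 480/em 540) after 30 min, with pre-read for autofluorescence.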
# Eya2 inh: inhibitors of human Eya2 phosphatase activity; O00167; recombinant Eya2, OMFP fluorescence dephosphorylation (OMFP is methylfluorescein phosphate); Potency, µM (series often up to 76.9 µM), for the others: at the highest dose activity, negative = inhibition, actives largely listed as inhibitors; hit rate 0.006% among 330,000; note: potency is the fitted concentration of half-maximal effect; % is set by controls: 0 for no effect and ±100 for the full control effect
#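 Eya2 (0.2 uM) preincubated 10 min at ambient with compound, then OMFP substrate added at 50 uM; 10 min reaction in 50 mM HEPES pH 7.5, 50 mM NaCl, 5 uM MgCl2, 0.05% BSA, 1 mM DTT. Fluorescence read at Ex 485/Em 525 nm.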
# ASM inhibitor: human S-ASM enzyme inhibition; placental ASM, HMU-PC fluorogenic substrate, 60 min; hit rate 0.006% among 340,000; P17405; Potency, µM (series often up to 57.5 µM), for inactives: at the top dose activity change, negative = inhibition, usual class: inhibitors; AID 504937; note: potency is the fitted concentration of half-maximal effect
# Target sequence (P17405 47-631 limits assumed): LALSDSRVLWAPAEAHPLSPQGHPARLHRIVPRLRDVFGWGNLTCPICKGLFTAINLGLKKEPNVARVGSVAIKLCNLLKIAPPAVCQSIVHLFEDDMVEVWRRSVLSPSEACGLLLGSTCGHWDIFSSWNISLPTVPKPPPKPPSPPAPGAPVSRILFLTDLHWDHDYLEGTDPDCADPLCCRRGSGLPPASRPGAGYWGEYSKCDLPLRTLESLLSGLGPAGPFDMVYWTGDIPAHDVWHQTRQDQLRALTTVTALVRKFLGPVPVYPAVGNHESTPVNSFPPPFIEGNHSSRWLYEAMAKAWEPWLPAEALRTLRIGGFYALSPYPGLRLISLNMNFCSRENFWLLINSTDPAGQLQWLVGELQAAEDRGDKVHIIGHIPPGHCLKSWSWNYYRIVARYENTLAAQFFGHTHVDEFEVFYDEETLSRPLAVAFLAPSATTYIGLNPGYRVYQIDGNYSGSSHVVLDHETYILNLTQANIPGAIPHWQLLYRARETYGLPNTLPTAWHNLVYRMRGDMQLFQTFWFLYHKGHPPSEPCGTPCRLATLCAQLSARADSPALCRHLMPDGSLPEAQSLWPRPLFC
#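 Fluorogenic HMU-PC substrate (9 uM final) is turned over by placental ASM in 60 min at 37 C after a 10 min compound preincubation. Reaction ended by alkaline stop (pH 10), with fluorescence read at 386/447 nm.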
# B2AR arrestin: beta2AR (human) beta-arrestin recruitment activity; P07550; beta-arrestin recruitment to beta2AR, cell-based reporter; Potency, µM (doses to about 46.1 µM), without a hit: at the highest dose activation, usual class: activators; hit rate 0.02% among 330,000; AID 492947;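 note: potency is the fitted concentration of half-maximal effect; 0% = DMSO controls and full agonism = EC100 isoproterenol or metaproterenol; nearly all actives have a fitted effect of over 65% in size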
# Target sequence (P07550 whole entry, looked up): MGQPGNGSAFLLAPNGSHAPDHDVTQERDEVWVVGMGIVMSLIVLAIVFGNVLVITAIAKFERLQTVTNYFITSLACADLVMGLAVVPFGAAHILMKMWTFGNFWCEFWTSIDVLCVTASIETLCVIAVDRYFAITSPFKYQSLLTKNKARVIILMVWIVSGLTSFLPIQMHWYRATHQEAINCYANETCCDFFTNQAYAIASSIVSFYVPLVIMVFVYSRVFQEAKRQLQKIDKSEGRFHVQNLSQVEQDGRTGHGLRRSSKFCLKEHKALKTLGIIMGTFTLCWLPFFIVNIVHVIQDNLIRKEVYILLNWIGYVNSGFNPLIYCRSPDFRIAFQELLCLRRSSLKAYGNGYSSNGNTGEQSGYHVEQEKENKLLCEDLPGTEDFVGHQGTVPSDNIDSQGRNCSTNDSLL
# BRCA1 expr act: increases BRCA1 expression. hit rate 1.1% among 380,000. AID 624202. MCF7-BRCA1-FFLuc reporter, luminescence, 48 h; response scale: scaled: vehicle 0%, 10 µM genistein 100%. Potency, µM (highest dose often 46.1 µM), without a hit: at the highest dose activation, most hits filed as activators; note: potency is the fitted concentration of half-maximal effect; nearly all actives have a fitted effect of over 80% in size; some results filed as inactive show a strong effect at the top dose
#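 Reporter cells (MCF7, BRCA1 promoter-firefly luciferase) received library compounds across a concentration series for 48 h. End-point luminescence was measured and concentration-effect curves derived after normalization.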
# TRPV1 ag: activates the human vanilloid receptor TRPV1; Q8NER1; TRPV1-expressing cells, Fluo-8 calcium influx, agonist mode; activation, % at 8.33 µM; hit rate 0.19% among 320,000; AID 540275; in the data active = activation above about 80%; inconclusive = between about 30% and that limit; note: 0% is about no effect
#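 TRPV1-expressing cells were cultured overnight at 35.5C and loaded with Fluo-8 calcium dye for 40 to 90 min at room temperature. After a 10 s baseline, compound was added and calcium influx was read kinetically for 3 min (ex 480/em 520 nm).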
# USP2a inh: inhibitors of human ubiquitin-specific protease USP2a; O75604; USP2 core, Ub-CHOP2 coupled fluorogenic reporter, 485/531; Potency, µM (doses to about 38.3 µM), for inactives: top-dose activity change, negative = inhibition, hits mostly inhibitors; hit rate 0.01% among 330,000;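 note: potency is the fitted concentration of half-maximal effect; plate controls were DMSO wells for no effect and full inhibition by NEM control for full effect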
#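 Cell-free coupled assay: 10nM USP2 core preincubated 30min RT with compound in Tris-HCl pH 8.0/CaCl2/CHAPS buffer, then 25nM Ub-CHOP2 and 25nM reporter substrate; fluorescence (Ex 485/Em 531) read after 60min RT, normalized to NEM inhibition, concentration-response curves fitted.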
# uPA surface inh: cell surface uPA generation inhibition. Potency, µM (top dose mostly 38.3 µM), for inactives: at the highest dose activity change, negative = inhibition, actives largely listed as inhibitors. hit rate 0.31% among 330,000. AID 540303. cell surface uPA generation assay, qHTS; active = well fitted inhibition curve with a large enough effect; inconclusive = small, poorly fitted or top-dose-only effect; inactive = no such curve, though single readings can be large or run the other way; tested in mouse RAW 264.7 cells; note: potency is the fitted concentration of half-maximal effect; % is set by controls: 0 for no effect and ±100 for the full control effect; nearly all actives have a fitted effect of over 55% in size
# ELG1 genotox: induces genotoxicity in HEK293T cells with luciferase-tagged ELG1; Potency, µM (top dose mostly 46 µM), for inactives: at the top dose activity change, positive = activation, actives largely listed as activators; HEK293T ELG1-luciferase reporter, luminescence, 16 h; AID 504466; hit rate 1.3% among 330,000; note: potency is the fitted concentration of half-maximal effect; % of control where 0% means no effect; nearly all actives have a fitted effect of over 60% in size
#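 After overnight (16 hr) compound treatment at 37 °C, ELG1-luciferase HEK293T cells were lysed with ONE-Glo; luminescence quantified 30 min later at room temperature.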
# p53 reactivation: restores transcriptional activity of mutant p53; AID 504706; H1299 p53-A138V BP100-luciferase reporter, luminescence, 24 h; hit rate 0.063% among 320,000; Potency, µM (series often up to 92.2 µM), for the others: at the highest dose activity change, positive = activation, hits mostly activators; note: potency is the fitted concentration of half-maximal effect; % of control where 0% means no effect; nearly all actives have a fitted effect of over 45% in size
#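 H1299 (p53-null), stable ts p53-A138V + BP100-Luc; 1000 cells/well, Opti-MEM/10% FBS; cpd 4 pt, 1:5; 24 h, 37 deg C, 5% CO2; detection reagent 10 min RT; luminescence.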
# * hit, by the source's call; ? = inconclusive; / = no result given; [ ] = another dose, or the depositor's remark. Unless noted, calls come from the whole dose curve; as a rule, active = well fitted curve in the direction sought with a large enough effect; inconclusive = small, poorly fitted or top-dose-only effect, or another doubt; inactive = no such curve, though single readings can be large; an effect the other way counts as inactive or inconclusive.
SMILES,TSG101-PTAP inh,Integrin act MD,Eya2 inh,ASM inhibitor,B2AR arrestin,BRCA1 expr act,TRPV1 ag,USP2a inh,uPA surface inh,ELG1 genotox,p53 reactivation
CNC(=S)N(CCO)Cc1cc2cc3c(cc2[nH]c1=O)OCCO3,-5%,-11%,-3%,22%,0.3%,-47%,0,-2%,0%,0%,1%
CCN(CC)CCn1c(NCc2ccc(C)o2)nc2ccccc21,-2%,-12%,-28%,0%,0.0%,-1%,4,7%,-6%,-5%,2%
CC(C)C(NC(=O)c1c(F)cccc1F)C(=O)NC1CC(C)(C)NC(C)(C)C1 (configuration not stated),0%,-12%,-10%,-4%,-0.1%,-1%,-2,1%,6%,9%,-1%
Cc1ccc(C)c(NC(=O)C2CCC(C)(C(=O)O)C2(C)C)c1 (configuration not stated),-2%,10%,-32%,1%,-0.8%,4%,1,-2%,0%,-3%,-13%
Cc1c(NC(=O)COC(=O)c2ccc[nH]c2=O)c(=O)n(-c2ccccc2)n1C,0%,4%,2%,2%,-0.4%,-2%,2,4%,-4%,-1%,-6%
Cc1cc(/C=N/n2cnnc2)c(C)n1-c1ccc(Cl)cc1Cl,-11%,-6%,-19%,-1%,-0.6%,-50%,18,4%,6%,14%,-15%
COc1ccccc1CCC(=O)OCC(=O)NC1CCCCC1,0%,0%,5%,-2%,-0.3%,20%,2,4%,5%,8%,3%
Cc1oc2cc3oc(=O)c(CC(=O)NCCCC(=O)O)c(C)c3cc2c1C,-4%,-14%,0%,82%[activator],-0.7%,-16%,3,-7%,-2%,-3%,-8%
C=CCN(Cc1nc(-c2ccc(OC)c(OC)c2)oc1C)C1CCS(=O)(=O)C1 (configuration not stated),-6%,2%,0%,1%,0.3%,-7%,0,0%,1%,-2%,1%
COCCN(CCOC)C(=O)CN1C(=O)NC(Cc2c[nH]c3ccccc23)C1=O (configuration not stated),-3%,15%,0%,-2%,-0.2%,-17%,6,2%,-6%,-2%,9%
O=C(NCCS(=O)(=O)N1CCc2ccccc2C1)c1ccccc1,-1%,8%,-23%,0%,0.3%,-4%,29,1%,-5%,-3%,-6%
CC(C)CN(C(=O)CSc1nc(N)cc(N)n1)C1CCS(=O)(=O)C1 (configuration not stated),1%,14%,-5%,5%,-0.4%,-11%,/,0%,0%,-4%,8%
CC(C)c1ccc(NC(=O)CN2CCN(c3ccccn3)CC2)cc1,-8%,-15%,4%,3%,-0.9%,32%,4,-8%,-3%,1%,2%
CCOC(=O)c1cnc2ccc(C(=O)OC)cc2c1Nc1ccc2c(c1)OCCO2,-2%,5%,5%,-5%,-0.8%,-2%,?,-3%,8%,-2%,2%
O=C(O)CCSc1nnc(-c2ccc3c(c2)OCO3)o1,-8%,0%,-15%,4%,-0.2%,-85%[inhibitor],1,-1%,-2%,-3%,-14%
O=C(c1ccc(S(=O)(=O)N2CCCCCC2)cc1)N1CCN(c2ccccn2)CC1,-4%,11%,-24%,2%,-0.2%,-7%,20,0%,-10%,-3%,-6%
CCOc1ccccc1NC(=O)c1ccc2[nH]c(C)c(C)c2c1,-1%,23%,-13%,20%,-0.8%,31%,-1,0%,5%,?,5%
Cc1cc(C)nc(N/N=C/c2ccc(N3CCOCC3)cc2)n1,-1%,16%,-13%,6%,0.0%,-28%,-1,4%,-7%,-10%,0%
O=C(COC(=O)c1cc(S(=O)(=O)N2CCOCC2)cs1)c1ccccc1,1%,11%,-36%,-1%,-0.2%,-1%,5,0%,1%,-1%,-3%
COc1ccccc1OCc1ccc(C(=O)Nc2ccc(Cl)cn2)o1,1%,4%,-11%,2%,3.6%,-1%,7,0%,0%,1%,7%
CCc1nc(SCC(=O)N2CCc3cc(OC)c(OC)cc3C2)c(C#N)cc1C,-2%,-21%,/,-3%,/,-28%,/,/,-4%,/,/
Cc1cc(C)cc(NC(=O)C2CCN(C(=O)c3cccs3)CC2)c1,0%,-2%,2%,-3%,0.3%,-18%,0,1%,1%,2%,-5%
CCOC(=O)C1Cc2c([nH]c3ccccc23)CN1 (configuration not stated),-3%,13%,11%,-2%,-0.2%,7%,-3,-1%,2%,2%,7%
COc1ccc(Cc2nc3ccccc3c(=O)n2N)cc1OC,-4%,1%,/,4%,/,-9%,/,/,0%,/,/
CCCCn1c(SCC(=O)c2ccc(O)c(O)c2)nc2ccsc2c1=O,-3%,-28%,9%,-5%,0.1%,-22%,8,5%,-2%,-7%,-4%
COc1cc(NS(=O)(=O)c2ccc3ccccc3c2)c2ncccc2c1,-6%,-46%[inhibitor],-9%,0%,10%,-86%,0,1%,-9%,?,-7%
Cc1cc(C)nc(SCc2ccc(C(=O)O)o2)n1,-1%,10%,7%,2%,-0.1%,34%,-4,-2%,-1%,-3%,-2%
Cc1ccc(N(CC(=O)NCc2ccc(Cl)cc2)S(C)(=O)=O)cc1,-2%,26%,1%,4%,0.4%,10%,-4,1%,15%,3%,/
Cc1cccc(-c2c(O)cc(=O)[nH]c2Cl)c1,0%,16%,-25%,4%,-0.4%,-11%,0,2%,-1%,-3%,-5%
S=C(NCC1CCCO1)NC1CCCCC1 (configuration not stated),-1%,13%,0%,-2%,-1.0%,-1%,2,2%,4%,-5%,0%
Cn1c(=O)c2c(nc(CN3CCN(c4ccccc4)CC3)n2CCN2CCOCC2)n(C)c1=O,-6%,7%,3%,27%,-1.1%,-2%,-4,-3%,/,0%,0%
O=C(NCC1CCCO1)c1cc2cc(F)ccc2[nH]1 (configuration not stated),-2%,19%,9%,-1%,0.5%,23%,0,-8%,-3%,6%,1%
O=C(NC(=S)NCc1ccco1)c1ccccc1,0%,-4%,1%,0%,0.0%,-5%,0,1%,-1%,0%,-1%
Cc1ccc(C)c(S(=O)(=O)N2CCCOC2CNC(=O)C(=O)NC2CCCC2)c1 (configuration not stated),-4%,0%,-3%,-1%,0.1%,-1%,2,-1%,2%,3%,-1%
CCCc1nnc(NC(=O)CCC(=O)N2CCN(CCn3c(C)ccc3C)CC2)s1,-12%,-16%,15%,-1%,-0.2%,0%,1,-6%,-3%,5%,11%
COc1cc(OC)c(NC(=O)c2ccoc2C)cc1Cl,-5%,5%[7.66 µM],-9%,-2%,-0.2%,-45%,5,3%,/,4%,-2%
O=C(CN1C(=O)NC2(CCCCCCC2)C1=O)Nc1cccc(Br)c1,4%,-8%,-39%,-2%,-0.3%,-19%,/,2%,-2%,-2%,-3%
COc1cccc(-n2c(CN3CCN(c4ccccc4)CC3)nc3ccc([N+](=O)[O-])cc3c2=O)c1,-12%,0%,0%,-9%,0.3%,3%,-1,1%,1%,1%,5%
Cc1cc(C)nc(CCNC(=O)c2cc(COc3ccc(F)cc3Cl)on2)n1,-3%,-27%,2%,1%,0.2%,0%,-2,0%,2%,-1%,-4%
Cc1onc(-c2c(Cl)cccc2Cl)c1C(=O)N=S(C)(=O)c1ccccc1 (configuration not stated),6%,13%,2%,-2%,0.0%,-6%,3,3%,12%,-5%,-6%
CCCCC1=CC2=CC(=O)C(C)(OC(=O)CC)C(=O)C2=CN1Cc1ccc2c(c1)OCO2 (configuration not stated),-15%,-10%,-5%,59%[activator],0.5%,-9%,1,11%,-2%,6%,-3%
COCc1[nH][nH]c(=O)c1C=Nc1ccc(OC(F)(F)F)cc1,0%,-3%,4%,1%,-0.1%,-1%,-1,3%,-3%,1%,-7%
COc1ccc(CC2(CO)CCN(C(=O)NCc3ccccc3)CC2)cc1,-2%,13%,1%,-3%,-0.5%,0%,8,1%,1%,-10%,-3%
COc1ccc(-c2c(-c3cc(OC)cc(OC)c3)n(C)c3ccc(-c4ccc5cc[nH]c5c4)cc23)cc1,0%,-14%,8%,43%,-0.7%,-6%,/,4%,10%,3%,0%
O=C(O)CCCC(=O)Nc1ccc(N2CCCC2)cc1,-4%,-7%,-9%,3%,0.5%,3%,2,4%,-2%,1%,-1%
CCOc1ccc(Nc2nc(NCC(=O)O)nc(N)c2[N+](=O)[O-])cc1,-4%,-26%,-18%,3%,-0.1%,0%,0,1%,5%,3%,-1%
Cc1cc(C)c(C(=O)CN2C(=O)C(=O)N(C3CCCC3)C2=O)cc1C,1%,9%,-3%,-12%,0.0%,21%,15,5%,7%,2%,13%
COc1cccc(Oc2ccc(N)cn2)c1,-4%,-4%,-14%,7%,0.2%,-2%,12,0%,-2%,-1%,28%
COc1ccc(/C=N/c2sc3c(c2C#N)CCN(Cc2ccccc2)C3)c(O)c1,/,/,2%,/,-0.7%,/,1,1%,/,-1%,6%

# Screening data as filed in PubChem BioAssay.
